# Screens: PubChem BioAssay, Broad Institute
# S100A4 inh HTS: S100A4-myosin IIA interaction inhibition; P26447; S100A4/TAMRA-MyoIIA peptide fluorescence polarization; inhibition, % at 10.7 µM; 360,000 tested, 0.14% active; AID 652163;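 active = mean inhibition of at least 70% across replicates, with every replicate also reaching that level; inconclusive = mean inhibition reaches 70% but some replicates fall short; inactive = mean inhibition below 70%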
# Target sequence (P26447 whole entry, looked up): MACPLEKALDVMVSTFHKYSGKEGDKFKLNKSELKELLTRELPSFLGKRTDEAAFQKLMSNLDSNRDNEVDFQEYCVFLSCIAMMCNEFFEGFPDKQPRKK
#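 Material: human S100A4 monomer with TAMRA-labelled myosin IIA peptide; buffer or medium: HEPES pH 7.2 with CaCl2, KCl, NaCl, DTT, Triton; compound dosing: one concentration per compound; schedule: 5 min incubation before reading; benchmarks: neutral control DMSO, positive control TFP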
# C2C12 statin: suppressors of simvastatin-induced myotoxicity in C2C12 myotubes; 330,000 tested, 0.78% active; ATP luminescence, 48 h; scaled: DMSO 0, geranylgeraniol control 100; AID 602340; rescue of ATP level, % at 7.49 µM;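 active = mean ATP rescue above about 67%, or every replicate alone reaching that limit, limit read from the data, passing the limit was not always enough; inconclusive = no clear call, values can overlap the other calls; inactive = mean under the limit and some replicate under it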;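 also: myotubes were challenged with 10 µM simvastatin during compound exposure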
# esBAF inh: blocks esBAF chromatin remodeling in mouse ES cells. reporter increase, % at 12.5 µM. Bmi1-luciferase knock-in reporter, 24 h; 100% = twice the neutral-well signal. 350,000 tested, 2% active; in the data active = activation above about 40%; inconclusive = no clear call, values can overlap the other calls;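 also: 0% = median of the plate's neutral control wells and 100% = double that signal; a rise in the Bmi1 reporter signal indicates esBAF inhibition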
# FN deposit inh: fibronectin deposition inhibition | AID 743247 | 350,000 tested, 0.086% active | inhibition, % at 12.6 µM | AH1F fibroblasts, Alexa488-fibronectin deposition fluorescence, overnight;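 active = mean inhibition across replicates of 30% or more, regardless of how many single replicates reach that level; inconclusive = mean under 30% yet at least half of replicates reach 30%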;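 also: positive control wells lacked labelled fibronectin entirely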
#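 Schedule: 1 h cell adhesion before compound, then overnight fibronectin incubation; test system: AH1F fibroblast monolayer depositing Alexa488-labelled fibronectin into matrix; quantity: 10000 AH1F cells per well; probe or stimulus: fluorescent fibronectin at 24 nM final; signal: fluorescence, ex 485 nm, em 525 nm; evaluation: percent inhibition as loss of matrix-bound fibronectin fluorescence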
# SIRT5 inh: inhibitors of human sirtuin-5 desuccinylase | Purified SirT5, succinyl-peptide AMC, trypsin-coupled fluorescence | Q9NXA8 | inhibition, % at 15 µM | 330,000 tested, 1.1% active; in the data active = inhibition above about 15%; inconclusive = no clear call, values can overlap the other calls
# Target sequence (Q9NXA8 whole entry, looked up): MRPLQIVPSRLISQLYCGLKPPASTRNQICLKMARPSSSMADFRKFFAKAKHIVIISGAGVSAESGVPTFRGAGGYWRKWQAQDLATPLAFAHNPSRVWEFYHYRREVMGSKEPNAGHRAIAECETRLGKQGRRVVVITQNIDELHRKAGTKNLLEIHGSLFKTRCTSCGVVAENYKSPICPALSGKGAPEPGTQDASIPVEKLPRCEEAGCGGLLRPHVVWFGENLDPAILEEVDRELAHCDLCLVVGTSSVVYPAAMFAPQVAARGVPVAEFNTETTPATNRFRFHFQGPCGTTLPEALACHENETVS
# LGR2 antag: inhibitors of bursicon-induced Drosophila LGR2 receptor cAMP signaling; HEK293 LGR2, CRE-luciferase, bursicon-stimulated, 4 h; inhibition, % at 9.99 µM; 380,000 tested, 0.35% active; AID 720647;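 active = drop in luminescence signal, shown as inhibition above about 50% in the replicate tests, limit read from the data, passing the limit was not always enough; inconclusive = probably only some replicates passing the limit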;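 also: agonist challenge used bursicon conditioned medium at about half maximal strength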
# Casp6 inh: blocks human caspase-6 cleavage activity | P55212 | purified caspase-6, Z-VEID-R110 cleavage fluorescence | inhibition, % at 12.5 µM | 350,000 tested, 0.53% active | AID 686996;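 active = mean inhibition across replicates at least about 35%, with every replicate also reaching that limit, limit read from the data; inconclusive = only one of the two criteria met; inactive = neither criterion met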;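 also: 0% = median of neutral control wells and 100% = no fluorescence left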
# Target sequence (P55212 24-179 limits assumed): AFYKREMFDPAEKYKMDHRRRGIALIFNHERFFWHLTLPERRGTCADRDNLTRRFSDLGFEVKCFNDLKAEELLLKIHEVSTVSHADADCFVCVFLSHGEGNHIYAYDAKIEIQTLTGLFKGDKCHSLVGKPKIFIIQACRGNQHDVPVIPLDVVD
# Target sequence (P55212 194-293 limits assumed): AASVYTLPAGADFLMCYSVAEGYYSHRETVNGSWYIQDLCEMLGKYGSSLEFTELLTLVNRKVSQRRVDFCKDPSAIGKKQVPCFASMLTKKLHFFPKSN
# Numbers without * were called inactive; u = inconclusive; x = no result given.
entry	mol	S100A4 inh HTS	C2C12 statin	esBAF inh	FN deposit inh
1	Cc1noc(C)c1NC(=O)N(C)C[C@H]1Oc2ccc(NC(=O)C3CC3)cc2CC(=O)N([C@@H](C)CO)C[C@H]1C	-1	18	-4	x
2	Clc1ccc(CNc2cnccn2)cc1	-4	-3	2	-10
3	O=C(CN1C(=O)C2C3CCC(C3)C2C1=O)NCc1ccco1 (configuration not stated)	0	x	x	-1
4	COc1ccc(Cl)cc1NC(=O)Nc1ccc(C(=O)N2CCOCC2)cc1	-2	x	x	-1
5	Clc1ccc(CN(Cc2ccccc2)C(c2cccs2)c2nnnn2C2CCCC2)cc1 (configuration not stated)	x	-9	-7	14
6	O=c1c2ccccc2nc2n1CC/C2=C\N1CCN(c2ccc([N+](=O)[O-])cc2)CC1	0	10	1	1
7	CCOc1ccccc1CN1CCN(Cc2nc3c(s2)CCCC3)CC1CCO (configuration not stated)	0	x	x	-10
8	CCOC(=O)C1CCCN(C2=NC(=O)/C(=C/c3ccc(OC)cc3OC)S2)C1 (configuration not stated)	-5	-4	13	13
9	COC(=O)c1ccccc1OCCOCCOc1cccc2cccnc12	0	x	x	-3
10	COCCNC(=O)c1cccc(OC2CCN(Cc3ccccc3OC(F)F)CC2)c1	1	6	-1	4
11	O=C(CCc1ccccc1)Nc1ccccc1C(=O)NCc1ccco1	x	10	-8	-3
12	CCOC(=O)/C(C#N)=C/Nc1ccccc1OC(F)(F)F	-3	x	x	-1

entry	SIRT5 inh	LGR2 antag	Casp6 inh
1	5	2	x
2	-12	9	-1
3	-5	14	-2
4	1	11	3
5	x	x	x
6	3	-8	1
7	2	2	1
8	2	11	3
9	-3	0	2
10	-3	23	-2
11	x	x	x
12	-3	-1	-1

# Additional structures follow.
entry	mol	S100A4 inh HTS	C2C12 statin	esBAF inh	FN deposit inh
13	COc1cc(/C=C2\SC(=S)N(C(C(=O)O)c3ccccc3)C2=O)cc(OC)c1OC (configuration not stated)	-1	-3	-7	-1
14	CO[C@@H]1CN(C)C(=O)c2cc(NS(=O)(=O)c3ccc(Cl)cc3)ccc2OC[C@@H](C)N(C(=O)NC(C)C)C[C@@H]1C	x	11	-3	4
15	Cc1ccc(Cl)cc1NC(=O)c1cnn2c1NC(c1ccco1)CC2C(F)(F)F (configuration not stated)	x	-6	-8	x
16	Cc1cc(NC(=O)Cc2cn(C)c3ccccc23)ccc1Nc1cccnc1	-2	x	x	10
17	COc1ccc(C(=O)O)cc1S(=O)(=O)Nc1ccccc1-c1ccccc1	-5	-1	-3	8
18	COc1ccccc1/C=N/Nc1nccnc1Cl	-2	7	42*	x
19	CCN1CCN(S(=O)(=O)c2ccc(Cl)c(C(=O)Nc3nnc(C)s3)c2)CC1	-4	x	x	6
20	COc1ccc(CC(=O)Nc2ccc(-c3cn4ccc(C)cc4n3)cc2)cc1	x	-27	58*	x
21	CN1C[C@@H](CO)O[C@@H](n2cnc3c(N4CCOCC4)ncnc32)C1	11	37	-11	12
22	COc1ccc(-n2nc(C(=O)NCC(=O)N3CCC(C)CC3)c3ccccc3c2=O)c(OC)c1	-3	u	19	2
23	O=C(O)CC1Cc2ccccc2C1C(=O)O (configuration not stated)	-1	4	-2	-2
24	COc1ccc(C(=O)COC(=O)c2sc(C)nc2C)cc1OC	-10	15	-6	6

entry	SIRT5 inh	LGR2 antag	Casp6 inh
13	16*	17	5
14	x	-7	x
15	x	10	x
16	x	0	-6
17	-1	3	0
18	0	-36	-2
19	-3	8	-3
20	x	-52	x
21	x	4	12
22	10	-13	-3
23	1	12	1
24	-3	-10	3

# From compound 1 to 10, as listed above:
entry	mol	S100A4 inh HTS	C2C12 statin	esBAF inh	FN deposit inh
1	Cc1noc(C)c1NC(=O)N(C)C[C@H]1Oc2ccc(NC(=O)C3CC3)cc2CC(=O)N([C@@H](C)CO)C[C@H]1C	-1	18	-4	x
2	Clc1ccc(CNc2cnccn2)cc1	-4	-3	2	-10
3	O=C(CN1C(=O)C2C3CCC(C3)C2C1=O)NCc1ccco1 (configuration not stated)	0	x	x	-1
4	COc1ccc(Cl)cc1NC(=O)Nc1ccc(C(=O)N2CCOCC2)cc1	-2	x	x	-1
5	Clc1ccc(CN(Cc2ccccc2)C(c2cccs2)c2nnnn2C2CCCC2)cc1 (configuration not stated)	x	-9	-7	14
6	O=c1c2ccccc2nc2n1CC/C2=C\N1CCN(c2ccc([N+](=O)[O-])cc2)CC1	0	10	1	1
7	CCOc1ccccc1CN1CCN(Cc2nc3c(s2)CCCC3)CC1CCO (configuration not stated)	0	x	x	-10
8	CCOC(=O)C1CCCN(C2=NC(=O)/C(=C/c3ccc(OC)cc3OC)S2)C1 (configuration not stated)	-5	-4	13	13
9	COC(=O)c1ccccc1OCCOCCOc1cccc2cccnc12	0	x	x	-3
10	COCCNC(=O)c1cccc(OC2CCN(Cc3ccccc3OC(F)F)CC2)c1	1	6	-1	4

entry	SIRT5 inh	LGR2 antag	Casp6 inh
1	5	2	x
2	-12	9	-1
3	-5	14	-2
4	1	11	3
5	x	x	x
6	3	-8	1
7	2	2	1
8	2	11	3
9	-3	0	2
10	-3	23	-2

# (more compounds)
entry	mol	S100A4 inh HTS	C2C12 statin	esBAF inh	FN deposit inh
25	C[C@@H]1CN([C@@H](C)CO)C(=O)c2cc(C#CCc3ccccc3)cnc2O[C@H]1CN(C)Cc1cccnc1	-9	13	0	-9
26	COc1ccc(Cn2nnnc2CN(Cc2cc3ccc(C)cc3[nH]c2=O)C2CCCC2)cc1	x	0	1	x
27	CCOc1ccc(C(C)NC(=O)c2cccnc2OCC)cc1OCC (configuration not stated)	-37	1	2	-15
28	Clc1ccccc1-c1nnc2sc(CCc3ccccc3)nn12	0	13	12	x
29	COCC#Cc1ccc([C@@H]2[C@@H](CO)N3C(=O)CN(C(=O)C4CC4)C[C@@H]23)cc1	-5	x	x	-3
30	Cc1cc(C(F)(F)F)n2nc(-c3sccc3-n3cccc3)cc2n1	x	6	3	-2
31	CCN1CCN(C(=O)c2oc(=O)c3ccccc3c2-c2ccc(C)cc2)CC1	-3	-1	-4	2
32	C[C@@H]1CN([C@@H](C)CO)C(=O)Cc2cc(NS(=O)(=O)c3cccs3)ccc2O[C@@H]1CN(C)S(=O)(=O)c1cn(C)cn1	-3	5	-8	x
33	COc1cc(NC(=O)COC(=O)CNC(=O)c2ccc(C)cc2)c(C)cc1[N+](=O)[O-]	-20	x	x	1
34	CC1(C)CC(Cc2nc(=S)[nH][nH]2)C(=O)O1 (configuration not stated)	7	x	x	2
35	CCN1CCN(S(=O)(=O)c2ccc(Cl)c(C(=O)N(C)Cc3cccs3)c2)CC1	-1	-2	3	-23
36	Cc1c(NC(=O)c2ccc(NS(=O)(=O)c3ccc(F)c(F)c3)cc2)c(=O)n(-c2ccccc2)n1C	2	3	-7	-5

entry	SIRT5 inh	LGR2 antag	Casp6 inh
25	-2	-38	0
26	x	12	x
27	-3	-10	-1
28	-1	-3	34
29	4	-2	2
30	x	x	x
31	10	11	0
32	6	2	1
33	20*	-8	2
34	-2	2	-2
35	2	-12	-141
36	-2	3	3

# New compounds follow:
entry	mol	S100A4 inh HTS	C2C12 statin	esBAF inh	FN deposit inh
37	CCn1c(SCC(=O)N/N=C/c2ccccc2OCC(=O)O)nnc1-c1ccc(OC)cc1	-3	2	-15	-13
38	CCOc1ccc2oc(C(=O)NCc3ccccc3CN3CCCC3)c(C)c2c1	-4	-50	-10	-11
39	CC(=O)c1ccc(Nc2cnn(C34CC5CC(CC(CC(=O)O)(C5)C3)C4)c(=O)c2Cl)cc1	-5	0	-3	4
40	Cc1cc(C)c(OCC(=O)OC(C)C(=O)N2CCc3ccccc32)c(C)c1 (configuration not stated)	-1	4	-12	1
41	Cc1noc(C)c1NC(=O)N(C)C[C@@H]1Oc2ccc(NC(=O)Nc3ccc(C(F)(F)F)cc3)cc2C(=O)N([C@@H](C)CO)C[C@H]1C	4	-6	-3	-2
42	COc1ccc(-c2ccc3n(c2=O)C[C@H]2[C@H](CO)[C@@H](C(=O)N(C)C)[C@@H]3N2Cc2ccncc2)cc1	-46	-14	-2	x
43	CC(C)N(CCCNC(=O)c1nn(C)c2c1CS(=O)(=O)c1ccccc1-2)Cc1ccccc1	2	5	-3	-11
44	COc1ccccc1-c1ccc(=O)n(CC(=O)NC2CCc3ccccc32)n1 (configuration not stated)	-1	-6	3	6
45	CC(CCc1ccccc1)NC(=O)C1CCCN(C(=O)c2cc3sccc3n2C)C1 (configuration not stated)	0	28	-5	x
46	CCN(Cc1ccccc1)c1cc2c(c3c1ccn3C)C1CCC2O1 (configuration not stated)	-6	10	2	-4
47	C=CCOc1c(Br)cc(/C=N/Nc2ccc(C(=O)O)cc2)cc1OCC	0	x	x	3
48	CCOc1ccccc1CN1C(=O)c2ccccc2C1C(=O)NC(C)CC (configuration not stated)	x	7	7	1

entry	SIRT5 inh	LGR2 antag	Casp6 inh
37	1	24	26
38	-3	x	-8
39	2	2	2
40	-5	0	1
41	5	7	1
42	-86	1	2
43	-2	-8	0
44	-6	-51	3
45	-4	11	2
46	-4	8	-4
47	4	x	16
48	x	x	x

# (further entries)
entry	mol	S100A4 inh HTS	C2C12 statin	esBAF inh	FN deposit inh
49	CCOc1cc(C(=O)Nc2ccc(S(=O)(=O)NC3=NCCCCC3)cc2)cc(Br)c1OC	-5	-2	2	-1
50	NC(=O)NOCc1ccc(Cl)cc1Cl	22	x	x	3
51	CC(C)Cc1nc(Cl)c(C#N)c2c1CCC2	9	0	-1	-4
52	CC12CCC(=O)N1C(C(=O)OCC(=O)Nc1sccc1C#N)CS2 (configuration not stated)	x	10	9	-1
53	Cc1cccc(C)c1NC(=O)c1ccc(-c2cc(F)ccc2F)o1	1	-8	-6	x
54	CCCn1c(=O)c2sccc2n2c(CCCC(=O)NC3CCN(Cc4ccccc4)CC3)nnc12	8	-5	-2	-1
55	COc1cc(OC)cc(-c2oc3cccnc3c2C#CCCO)c1	-6	-2	-4	-4
56	CCOC(=O)c1c(NC(=O)Cn2c(=O)oc3ccccc32)oc(C)c1C(C)=O	x	0	-9	x
57	CC(C)c1ccccc1NC(=O)CNC(C)c1ccc(F)cc1 (configuration not stated)	0	x	x	-6
58	COC(=O)c1c(C(=O)OC)c(C)n(Cc2ccco2)c1C	x	2	6	-6
59	CN(C(=O)c1cccs1)c1ccccc1C(=O)O	x	-2	8	-19
60	Cc1ccc(C(=O)NCCc2nnc3ccc(SCC(=O)NCc4ccc(F)cc4)nn23)cc1	-6	x	x	-7

entry	SIRT5 inh	LGR2 antag	Casp6 inh
49	12	13	1
50	2	-19	-3
51	0	12	-2
52	x	x	x
53	0	-1	0
54	0	6	-3
55	x	-22	2
56	x	-5	x
57	2	-4	-1
58	x	x	x
59	x	x	x
60	-3	8	-1

# Not all compounds are listed (hit frequency here may not be typical).
